# a7 integrin act: integrin-mediated muscular dystrophy alleviation activation. alpha7betagal myoblasts, beta-gal FDG fluorescence, 48 h. Potency, µM (top dose mostly 38.3 µM), for inactives: at the top dose activation, hits mostly activators. hit rate 0.064% among 350,000;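 further: potency means the concentration at half of the fitted maximal effect; 100% = response of the positive control SU9516; nearly all actives have a fitted effect of over 60% in size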
#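 alpha7betagal+/- myoblasts (passage 13, 250/well) treated 48 h at 37C with compounds at 1:260 dilution of DMSO stock. Lysed, then beta-galactosidase activity read as FDG fluorescence (ex 480/em 540) after 30 min, with pre-read for autofluorescence.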
# A-T KAP1 phos: potential ataxia-telangiectasia treatment; […] A-T fibroblasts, KAP-1 phosphorylation AlphaLISA; neocarzinostatin DNA damage 30 min before lysis; hit rate 0.19% among 320,000; Potency, µM (doses to about 57.5 µM), inactives show at the highest dose activation, hits mostly activators; further: potency means the concentration at half of the fitted maximal effect; % of control where 0% means no effect; nearly all actives have a fitted effect of over 45% in size
#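 hTERT-immortalized A-T patient fibroblasts ([…]), 500 cells/well in OPTI-MEM, 1% FBS, got compounds for 60 min, then NCS for 30 min at 37C. Lysates were then assayed for phospho-KAP-1 by AlphaLISA (anti-pKAP1 donor, anti-KAP1 acceptor beads), 6 hr at 25C.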
# Menin-MLL TR inh: inhibitors of human menin-MLL interaction, mutant MLL peptide; Potency, µM (highest dose often 61.6 µM), without a hit: at the highest dose FP activity change, negative = inhibition, most hits filed as inhibitors; Menin + Texas Red MLL mutant peptide, fluorescence polarization; AID 1768; hit rate 0.23% among 270,000; O00255; active means well fitted inhibition curve with a large enough effect in the polarisation, with a control signal flat, not every such curve was filed as active; inconclusive means small, poorly fitted or top-dose-only effect, or effect the other way, or a change in a side signal; inactive means no such curve, though single readings can be large or run the other way; the % refers to the polarisation; further: potency means the concentration at half of the fitted maximal effect; % of control where 0% means no effect; many of its hits are not listed in these tables
# CXXC DNA block: MLL CXXC-DNA interaction inhibition. MLL-CXXC / FITC-HOXA9 DNA fluorescence polarization. hit rate 0.037% among 290,000. Q03164. Potency, µM (doses to about 115 µM), for inactives: top-dose activity change, negative = inhibition, hits mostly inhibitors; active means well fitted inhibition curve with a large enough effect in the polarisation, with a control signal flat, not every such curve was filed as active; inconclusive means small, poorly fitted or top-dose-only effect, or effect the other way, or a change in a side signal; inactive means no such curve, though single readings can be large or run the other way; the % refers to the polarisation; further: potency means the concentration at half of the fitted maximal effect
#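 Purified MLL-CXXC (added from a 7 uM solution) was preincubated 5 min at ambient with pinned compounds in 50 mM Tris-HCl pH 7.5, 50 mM NaCl, 1 mM DTT, 0.05% BSA. Fluorescein-labeled HOX-A9 DNA (50 nM solution) followed, 30 min, then polarization read.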
# TSHR antag: antagonists of human thyroid stimulating hormone receptor; P16473; activity change, negative = inhibition, % at 11.5 µM; hit rate 0.2% among 330,000; TSHR-expressing cells, TSH-stimulated cAMP HTRF, 2 h; hits give low values;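 active means activity change below a set negative limit, meaning inhibition stronger than a set level, cut at about -70% in these data; inconclusive means activity change between two set negative limits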; further: on the % scale 0 is the no-effect control and ±100 the full control effect
# Target sequence (P16473 whole entry, looked up): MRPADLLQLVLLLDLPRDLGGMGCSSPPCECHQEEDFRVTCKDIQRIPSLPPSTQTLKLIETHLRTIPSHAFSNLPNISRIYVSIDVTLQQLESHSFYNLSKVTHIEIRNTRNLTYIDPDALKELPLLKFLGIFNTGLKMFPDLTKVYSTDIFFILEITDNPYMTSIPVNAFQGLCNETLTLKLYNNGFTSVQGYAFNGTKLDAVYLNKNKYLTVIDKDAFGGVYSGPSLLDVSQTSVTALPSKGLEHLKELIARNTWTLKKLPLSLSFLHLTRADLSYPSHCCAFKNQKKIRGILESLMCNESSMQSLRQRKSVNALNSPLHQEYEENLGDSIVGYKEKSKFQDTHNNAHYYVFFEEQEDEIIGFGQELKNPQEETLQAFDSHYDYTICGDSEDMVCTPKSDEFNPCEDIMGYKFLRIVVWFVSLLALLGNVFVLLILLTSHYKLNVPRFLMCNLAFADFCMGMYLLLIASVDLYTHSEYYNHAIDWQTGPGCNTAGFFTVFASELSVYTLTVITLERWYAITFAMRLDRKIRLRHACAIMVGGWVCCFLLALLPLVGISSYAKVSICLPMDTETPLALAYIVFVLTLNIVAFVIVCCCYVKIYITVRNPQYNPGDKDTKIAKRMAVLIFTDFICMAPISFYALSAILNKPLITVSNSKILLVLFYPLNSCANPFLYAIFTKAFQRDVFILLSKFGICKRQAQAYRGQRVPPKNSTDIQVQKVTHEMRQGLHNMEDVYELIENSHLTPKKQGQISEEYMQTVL
#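 TSHR-expressing cells were treated with compounds, then stimulated with TSH at EC80 (4nM final) for 2 hours at 37 deg C. Cellular cAMP was measured by HTRF competition between lysate cAMP and cAMP-d2 for a cryptate-labelled anti-cAMP antibody.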
# MBNL1-CUG inh: MBNL1-poly(CUG) RNA binding inhibition; TR-FRET MBNL1-His/biotin-(CUG)12 binding, 665/545 ratio; Potency, µM (top dose mostly 57.5 µM), inactives show at the top dose activity change, negative = inhibition, actives largely listed as inhibitors; hit rate 0.036% among 280,000; AID 2675; active means well fitted inhibition curve with a large enough effect in the signal ratio, with a control signal flat, not every such curve was filed as active; inconclusive means small, poorly fitted or top-dose-only effect, or effect the other way, or a change in a side signal; inactive means no such curve, though single readings can be large or run the other way; the % refers to the signal ratio; further: potency means the concentration at half of the fitted maximal effect; on the % scale 0 is the no-effect control and ±100 the full control effect
#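 His-tagged MBNL1 binding to biotinylated (CUG)12 RNA was measured by TR-FRET using terbium anti-His antibody (0.055 ng/ul final) and streptavidin-XL665 (5 nM final). Compounds were titrated 92 nM to 58 uM; 60 min at room temperature.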
# TCR activator: activates T cell receptor signaling; primary human leukocytes, anti-CD3, IL-2 HTRF, 48 h; Potency, µM (doses to about 9.22 µM), for the others: at the top dose activation of IL-2 secretion, usual class: activators; 330,000 tested, under 10 active; AID 504894; further: % of control where 0% means no effect
#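 HTRF read-out of IL-2 secretion: europium cryptate donor excited at 320nm, d2 acceptor emission at 665nm. Cells were primary human leukocytes incubated 48 hr with compounds and a-CD3 beads, supplying TCR signal only.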
# ASM inhibitor: human S-ASM enzyme inhibition; P17405; placental ASM, HMU-PC fluorogenic substrate, 60 min; Potency, µM (doses to about 57.5 µM), for inactives: top-dose activity change, negative = inhibition, hits mostly inhibitors; hit rate 0.006% among 340,000; further: potency means the concentration at half of the fitted maximal effect
#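 Human placenta-derived ASM enzyme was preincubated with compound for 10 minutes at room temperature, then given fluorogenic substrate HMU-PC0 (9 uM final) for 60 minutes at 37 °C; a pH 10 stop preceded fluorescence reading at Ex 386/Em 447 nm.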
# TSG101-PTAP inh: blocks PTAP/TSG101 interaction to inhibit HIV-1 budding; Potency, µM (series often up to 115 µM), inactives show at the highest dose activity change, negative = inhibition, actives largely listed as inhibitors; AID 493005; Fluorescence polarization, FITC-PTAP peptide / Tsg101 binding; 340,000 tested, under 10 active; active means well fitted inhibition curve with a large enough effect in the main read-out, with a control signal flat, not every such curve was filed as active; inconclusive means small, poorly fitted or top-dose-only effect, or effect the other way, or a change in a side signal; inactive means no such curve, though single readings can be large or run the other way; further: potency means the concentration at half of the fitted maximal effect; % of control where 0% means no effect
#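 Fluorescence polarization binding of Tsg101 binding domain (10 uM final) to FITC-labeled PTAP peptide (50 nM final) in HEPES pH 7.5 buffer with NaCl, Tween 20, EDTA, TCEP. Compounds added before peptide; binding 20 min at RT.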
# Mito fusion act: blocks mitochondrial division or promotes mitochondrial fusion; Potency, µM (highest dose often 46.1 µM), for the others: at the top dose growth rescue (activation), most hits filed as activators; hit rate 0.23% among 320,000; S. cerevisiae fusion-defective mutant growth rescue, CellTiterGlo 48 h;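 further: potency means the concentration at half of the fitted maximal effect; % of control where 0% means no effect; nearly all actives have a fitted effect of over 45% in size; temperature-sensitive fusion mutants such as fzo1-1 at 37 °C on non-fermentable ethanol glycerol medium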
#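 Read-out: ATP-based luminescence (CellTiterGlo, 10 min ambient) reporting growth of fusion-defective ts yeast after 48 hours at 37C on glycerol/ethanol YPEG medium in the presence of compound.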
# Starred values were filed as active, the others as inactive; ? = inconclusive; · = not tested or not shown; & = joins results of further samples; [ ] = remark or other dose. Unless noted, the call rests on the fitted dose curve; in most records, active means well fitted curve in the direction sought with a large enough effect; inconclusive means small, poorly fitted or top-dose-only effect, or another doubt; inactive means no such curve, though single readings can be large; an effect the other way counts as inactive or inconclusive.
Molecule	a7 integrin act	A-T KAP1 phos	Menin-MLL TR inh	CXXC DNA block	TSHR antag	MBNL1-CUG inh	TCR activator	ASM inhibitor	TSG101-PTAP inh	Mito fusion act
CCOc1ccccc1C1C(C#N)=C(SCC(=O)OC)NC(=O)C1C(=O)OC (centres undefined)	-8%	0%	9%	-8%	2	-1%	-5%	-1%	4%	0%
CCOC(=O)c1c(N)sc2c1CCCC2=O	17%	3%	·	4%	6	5%	-3%	7%	6%	0%
O=C(CCC(=O)N1CCN(S(=O)(=O)c2ccc([N+](=O)[O-])cc2)CC1)N1CCOCC1	9%	3%	·	·	7	·	6%	4%	-7%	·
O=C(Cc1ccc(Cl)cc1)N/N=C/c1c(Cl)cccc1Cl	9%	-1%	?	13%	8	·	-1%[46.1 µM]	0%	0%	-1%
O=C(Nc1ccc(F)cc1F)c1cccn1-c1ncc(C(F)(F)F)cc1Cl	4%[7.66 µM]	-1%	·	-17%	0	0%	·	-3%	-3%	4%
CC(C)Cn1c(=O)c2ccccc2n2c(CCC(=O)NC3CCN(Cc4ccccc4)CC3)nnc12	17%	13%	·	-17%	50	-11%	-3%	1%	-4%	11%
Cc1ccc2c(c1)N(CC(=O)N(Cc1ccc3c(c1)OCO3)CC1CCCO1)C(=O)C(C)O2 (centres undefined)	3%	5%	-14%	-2%	0	-5%	·	-2%	·	20%
CCn1cc(C(=O)N2CCN(c3ccccc3F)CC2)c(=O)c2ccc(C)nc21	-12%	5%	-10%	1%	0	-4%	5%	6%	-4%	-5%
Cc1cccc(N2CC(C(=O)Nc3nccs3)CC2=O)c1C (centres undefined)	-1%	7%	1%	-6%	3	0%	-2%	2%	-1%	-2%
O=C(CCC1CCCC1)Nc1ccc(C(=O)NCc2cccnc2)cc1	0%	-2%	3%	5%	11	14%	-17%	1%	-3%	2%
COc1cccc(NC(=O)COC(=O)Cc2ccc(Cl)cc2)c1	35%	19%	12%	2%	17	-7%	0%	-2%	-4%	7%
CC(C)NC(=O)N(C)C[C@H]1Oc2c(NC(=O)Nc3ccc(C(F)(F)F)cc3)cccc2C(=O)N([C@H](C)CO)C[C@@H]1C	6%	4%	·	·	-5	·	-7%	-12%	0%	·
O=C(c1ccc(CS(=O)Cc2cccc(Cl)c2)o1)N1CCN(C2CCCCC2)CC1 (centres undefined)	?	-1%	-24%	-4%	-6	-3%	-7%	-1%	-6%	-9%
CC1CCCC(NC(=O)CSc2nnc(-c3cccnc3)n2N)C1C (centres undefined)	27%	10%	·	·	-10	·	-3%[46.1 µM]	5%	1%	·
COc1ccc(N(CC(=O)NCCc2ccc(OC)c(OC)c2)S(=O)(=O)c2ccc(OC)c(OC)c2)cc1	2%	12%	·	51%[activator]	·	-3%	4%	-3%	-4%	5%
COc1ccc(/C=N\NC(=O)c2cccc(F)c2)cc1COc1ccccc1	0%	·	·	·	·	·	3%	-9%	-4%	·
N=c1n(Cc2ccccc2)c2ccccc2n1CC(O)COc1ccccc1 (centres undefined)	-31%[7.66 µM]	0%	-23%	1%	11	-7%	-4%	-1%	-5%	-7%
O=C(COc1ccc(Br)cc1)Nc1ccc(CN2CCOCC2)cc1	-31%	8%	11%	6%	-13	-5%	-1%	-1%	·	6%
Cn1ncc([N+](=O)[O-])c1C(=O)Nc1ccc(Cl)cc1	-19%	4%	6%	3%	-1	21%	-14%	-6%	-4%	-2%
COC(=O)C(Cc1ccccc1)NC(=O)CC(C)CC(=O)Nc1ccc(C)cc1 (centres undefined)	10%	2%	-5%	0%	-7	3%	-1%	6%	-5%	0%
N=c1ccn2c(n1)O[C@H]1[C@H](O)[C@@H](CO)O[C@H]12	-44%	-11%	-10%&2%	?	-7&-8	-9%	7%	7%	-4%	-5%&-2%
CCN(CC(=O)NCc1ccc(F)cc1)c1ccc(S(C)(=O)=O)cc1[N+](=O)[O-]	-12%	0%	0%	15%	-4	13%	15%	-4%	-1%	2%
COc1ccc(CNC(=O)COc2ccc(S(=O)(=O)NC(C)C)cc2)cc1	-9%	1%	1%	0%	7	4%	2%	4%	-8%	-4%
Cc1ccc(C(=O)NCCCNC(=O)c2ccc(C)nc2)cc1	4%	1%	-10%	1%	12	0%	4%	0%	-3%	1%
Oc1ccc(-c2nccc(-c3ccc(Cl)cc3)n2)cc1	?	2%	?	-2%	8	1%	-1%	-4%	1%	-6%
Cc1nn(CC(=O)NCCc2ccccc2)c(=O)c2cc3occc3n12	41%	7%	·	2%	8	2%	-1%	-1%	-3%	0%
Cc1ccc(C(=O)Nc2cccnc2)cc1[N+](=O)[O-]	-23%	3%	11%	0%	2	24%	-1%	2%	0%	8%
O=C(NCC1(c2ccccc2)CCCC1)C(=O)N1CCOCC1	14%	6%	-19%	-2%	7	-16%	-4%[46.1 µM]	9%	-2%	3%
O=C(CCCN1C(=O)c2ccccc2C1=O)Nc1ccccc1C(=O)N1CCOCC1	7%	-1%	0%	-12%	3	6%	0%	-1%	-3%	1%
Cc1nc(-c2ccc(Cl)cc2)sc1C(=O)O	-8%	-2%	2%	-1%	-2	16%	·	3%	-1%	4%
OC(CCN1CCC2(CC1)OCCO2)C(F)(F)F (centres undefined)	-2%	3%	17%	-1%	-7	-1%	11%	4%	-2%	12%
COc1ccc(NC(=S)N(CCc2ccc(OC)c(OC)c2)Cc2ccccn2)cc1	5%	0%	9%	-1%	3	-4%	8%	2%	-3%	-1%
Cn1cccc1/C=N/NC(=O)c1cc(-c2cccs2)nc2ccccc12	-2%	3%	-17%	7%	-1	9%[11.5 µM]	-4%[46.1 µM]	-10%	-3%	?
O=C(O)c1cccc(NC(=O)C23CC4CC(C2)CC(n2cnc(Cl)n2)(C4)C3)c1	0%	12%	13%	-6%	-5	-4%	-3%	-1%	-1%	-1%
Cc1ccc2oc(C(=O)Nc3ccc(S(=O)(=O)Nc4onc(C)c4C)cc3)c(C)c2c1	-15%	0%	?	-3%	-12	1%	-7%	-2%	-3%	-1%
CCN(CC)S(=O)(=O)c1cccc(NC(=O)COC(=O)C2CC3C=CC2C3)c1 (centres undefined)	?	-6%	8%	3%	-12	1%	-1%	0%	-4%	2%
CCCCN(CC(=O)NC1CC1)S(=O)(=O)c1ccc(OCC)cc1	-28%	9%	·	·	10	·	7%	4%	-8%	1%
Cc1ccc(S(=O)(=O)NCCC(=O)NC(C)c2ccccc2)cc1 (centres undefined)	10%	1%	·	-6%	1	-9%	-5%	4%	-6%	-12%
CCOc1cc(C(=O)Nc2ccc(N3CCOCC3)cc2)cc(Br)c1OC	-30%	-2%	?	-3%	-7	-16%	-8%	-1%	0%	20%
O=C(COc1ccccc1C(=O)O)Nc1ccc(SC(F)F)cc1	27%	-2%	2%	10%	1	-15%	1%	4%	-1%	2%
COc1cc(C)nc2nc(SCc3ccccc3)nn12	-15%	2%	-23%	0%	-6	-6%	-2%	-1%	-2%	4%
Cc1cc(NC(=O)CCC(=O)N(C2CC2)C2(C(=O)NC3CCCC3)CCC(C)CC2)no1 (centres undefined)	?	0%	?	-7%	0	-10%	1%	2%	-2%	-3%
O=c1c2ccccc2sn1-c1nccs1	-71%[inhibitor]	-1%	-19%	6%	-25	-2%	-2%	0%	-2%	-8%
CCn1c(SCC(=O)Nc2nc(C)cs2)nnc1C(C)NC(=O)c1ccccc1 (centres undefined)	6%	7%	0%	-11%	-1	2%	-3%	6%	-1%	-3%
Cc1ccc(Cl)cc1NC(=O)CCN1C(=O)C2C3CCC(C3)C2C1=O (centres undefined)	-16%	6%	0%	4%	-12	-1%	0%	3%	-3%	4%
Cc1nc(N2CCCCC2)c(C#N)c(C)c1[N+](=O)[O-]	?	2%	0%	-4%	-2	2%	1%	-3%	95%[activator]	-4%
CN(Cc1ccccc1)C(=O)c1[nH]cnc1C(=O)NCCCCCNC(=O)OC(C)(C)C	-45%	3%	·	·	-12	·	-3%	5%	1%	-8%
COc1ccccc1NS(=O)(=O)c1ccc(C)c(NC(=O)NCCCl)c1	-14%	9%	·	-1%	7	-6%	14%	2%	-1%	1%
CCn1c(SCC(=O)Nc2sc3c(c2C#N)CCCC3)nnc1-c1ccco1	-5%	-5%	·	3%	6	-1%	5%	-1%	-8%	2%

# Screening results deposited in PubChem BioAssay by National Center for Advancing Translational Sciences (NCATS).

# The list is partial; the hit share may differ from the screen's.
